Giardia FBPA inh: blocks Giardia fructose-bisphosphate aldolase activity | A8B2U2 | purified Giardia FBPA | Potency, µM (doses to about 59.6 µM), without a hit: at the top dose activity, negative = inhibition, most hits filed as inhibitors | hit rate 0.71% among 290,000 | AID 2451; also: potency is read from the fitted curve at half-maximal effect; % is scaled to controls: 0 for no effect and ±100 for the full control effect; nearly all actives have a fitted effect of over 55% in size
Target sequence (A8B2U2 whole entry, looked up): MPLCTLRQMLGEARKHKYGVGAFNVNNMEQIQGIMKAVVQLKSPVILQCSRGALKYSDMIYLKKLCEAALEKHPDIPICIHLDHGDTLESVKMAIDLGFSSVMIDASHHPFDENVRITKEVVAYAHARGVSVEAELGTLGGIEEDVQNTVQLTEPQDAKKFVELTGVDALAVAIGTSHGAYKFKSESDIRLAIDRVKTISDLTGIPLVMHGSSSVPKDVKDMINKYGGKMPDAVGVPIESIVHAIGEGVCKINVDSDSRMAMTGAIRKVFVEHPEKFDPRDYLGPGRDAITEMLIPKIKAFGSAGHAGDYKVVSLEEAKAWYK
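Giardia FBPA (40 nM reagent) was preincubated 10 min at RT with compound (up to 57.5 uM final), then substrate plus GAPDH/TPI/NAD/arsenate coupling system with diaphorase/resazurin was added; resorufin fluorescence (525/598 nm) was read after 20 min.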
Pf growth 96h: inhibits malaria parasite growth, 96 h. P. falciparum luciferase reporter growth, 96 h. Potency, µM (top dose mostly 28.7 µM), for inactives: at the top dose activity change, negative = inhibition, most hits filed as inhibitors. AID 504834. hit rate 6.9% among 320,000; also: potency is read from the fitted curve at half-maximal effect; % is scaled to controls: 0 for no effect and ±100 for the full control effect
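Delayed-death screen, second-generation endpoint: infected erythrocytes, 2% hematocrit, 0.05% parasitemia final; 96 hours at 37 C, 5% CO2; luciferase detection reagent; luminescence decrease equals reduced growth.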
CHX counter: counter-screen hit for Shiga toxin inhibitors, cycloheximide; cell reporter, cycloheximide protein synthesis inhibition counterscreen; max response, %; hit rate 12% among 300,000; AID 2314; in the data active = max response mostly above about 13%, no sharp cut-off; inactive = mostly below about 14%; also: read at 38.3 µM for the half of the compounds with a filed dose; 0% is about no effect
Shiga inhibitor: Shiga toxin inhibition; Vero cells, Shiga toxin protein synthesis inhibition reporter; inhibition, % at 38.7 µM; hit rate 9.2% among 290,000; AID 2315; in the data active = inhibition mostly above about 28%, no sharp cut-off; inactive = mostly below about 43%; also: 0% is about no effect
HCV inh: HCV inhibition | hit rate 3.4% among 340,000 | AID 651820 | Huh7.5.1 HCVcc-Cre infection, luciferase reporter, 44 h | Potency, µM (doses to about 41.8 µM), without a hit: at the highest dose activity change, negative = inhibition, most hits filed as inhibitors; also: potency is read from the fitted curve at half-maximal effect; % is scaled to controls: 0 for no effect and ±100 for the full control effect
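HCVcc-Cre virus at an moi near 0.5 was added right after compound to cells cultured 4 h from seeding (1,000 cells/well). Luciferase activity was determined 44 h later, 15 min after substrate addition at RT.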
Pf growth 48h: inhibits P. falciparum growth in the first generation, 48 h; P. falciparum luciferase growth in erythrocytes, 48 h; Potency, µM (series often up to 28.7 µM), without a hit: at the top dose activity change, negative = inhibition, most hits filed as inhibitors; hit rate 5.9% among 310,000; also: potency is read from the fitted curve at half-maximal effect; % is scaled to controls: 0 for no effect and ±100 for the full control effect
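Here the parasites carry a stable luciferase gene and grow inside erythrocytes in Albumax-based RPMI medium with compound for one erythrocytic cycle. Activity is scored as loss of luminescent signal.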
The depositor's hits bear a star; [ ] = remark or other dose. Unless noted, calls follow the shape of the dose curve; as a rule, active = well fitted curve in the direction sought with a large enough effect; inconclusive = small, poorly fitted or top-dose-only effect, or another doubt; inactive = no such curve, though single readings can be large; an effect the other way counts as inactive or inconclusive. Hits appear at their usual frequency (roughly 24% active in at least one column).

Cc1cc(NCCN2CCOCC2)n2ncc(-c3ccccc3)c2n1 was read as Giardia FBPA inh 9.8%, Pf growth 96h 166.7%[activator], CHX counter 28.2*, Shiga inhibitor 41.2*, HCV inh inconclusive and Pf growth 48h 146.1%[activator].
Screening Cc1ccc(NC(=O)CCC(=O)c2ccc(F)cc2)cc1Cl returned Giardia FBPA inh -0.1%, Pf growth 96h 51.4%[activator], CHX counter -2.2, Shiga inhibitor -3.1, HCV inh 4.9% and Pf growth 48h -0.3%.
Screening CCOC(=O)c1c(S(=O)(=O)N2CCCC(C(=O)Nc3ccc(C)cn3)C2)c(C)n(C)c1C (stereo not drawn) returned Pf growth 96h 16.6%, CHX counter -0.5, Shiga inhibitor -6.1, HCV inh -1.4% and Pf growth 48h 13.1µM*.
C=CCn1c(Cn2nnc3ccccc32)nnc1SCC(=O)N/N=C/c1cc(Br)cc(OC)c1O was read as Giardia FBPA inh -16.3%, CHX counter 0.9, Shiga inhibitor -2.8, HCV inh -1.9% and Pf growth 48h 7.2%.
Screening COc1ccc(-c2nnc(SCC(=O)NCc3cccs3)n2C)cc1 returned Giardia FBPA inh 3.9%, Pf growth 96h -6.7%, CHX counter 1.5, Shiga inhibitor -1.2, HCV inh 3.1% and Pf growth 48h -13.6%.
`Cc1nc(NC(=O)CN2CCOCC2)sc1-c1ccccc1` gave Giardia FBPA inh 0.2%, Pf growth 96h 20.7%, CHX counter 26.4*, Shiga inhibitor 76.5, HCV inh inconclusive and Pf growth 48h 57.5%[activator].
`CCOC(=O)Nc1ccc(NC(=O)c2c(OC)cccc2OC)cc1` gave Giardia FBPA inh -1.2%, CHX counter -3.7, Shiga inhibitor -11.4, HCV inh 2.6% and Pf growth 48h 4.7%.
For CC(C)C1N=C(c2ccc3c(c2)OCO3)CC(c2ccccc2O)N1 (stereo not drawn) the results were Giardia FBPA inh -10.0%, CHX counter 39.4*, Shiga inhibitor 79.1*, HCV inh inconclusive and Pf growth 48h inconclusive.
For CCCn1c(N2CCN(Cc3ccc(Cl)cc3)CC2)nc2ccccc21 the results were Giardia FBPA inh -22.4%, Pf growth 96h 29.1%, CHX counter 5.9, Shiga inhibitor 20.2, HCV inh 12.6µM* and Pf growth 48h inconclusive.
`Cc1cc(C)c(OCC(=O)N(Cc2cccs2)C2CCS(=O)(=O)C2)c(C)c1` (stereo not drawn) gave Giardia FBPA inh 3.0%, Pf growth 96h inconclusive, CHX counter 8.5, Shiga inhibitor 12.7, HCV inh 2.1% and Pf growth 48h inconclusive.

The last 3 compounds of the part before are carried over, then new ones follow.
For CC(C)C1N=C(c2ccc3c(c2)OCO3)CC(c2ccccc2O)N1 (stereo not drawn) the results were Giardia FBPA inh -10.0%, CHX counter 39.4*, Shiga inhibitor 79.1*, HCV inh inconclusive and Pf growth 48h inconclusive.
For CCCn1c(N2CCN(Cc3ccc(Cl)cc3)CC2)nc2ccccc21 the results were Giardia FBPA inh -22.4%, Pf growth 96h 29.1%, CHX counter 5.9, Shiga inhibitor 20.2, HCV inh 12.6µM* and Pf growth 48h inconclusive.
`Cc1cc(C)c(OCC(=O)N(Cc2cccs2)C2CCS(=O)(=O)C2)c(C)c1` (stereo not drawn) gave Giardia FBPA inh 3.0%, Pf growth 96h inconclusive, CHX counter 8.5, Shiga inhibitor 12.7, HCV inh 2.1% and Pf growth 48h inconclusive.
`Cc1cccc(/C(N)=N/OC(=O)COc2ccc(Cl)cc2)c1` gave Giardia FBPA inh 6.8%, Pf growth 96h 2.94µM*, CHX counter -3.0, Shiga inhibitor 17.5, HCV inh -10.7% and Pf growth 48h inconclusive.
For COc1ccccc1CNC(=O)C/C(C)=N/NC(=O)Cc1ccc(OC)c(OC)c1 the results were Giardia FBPA inh 2.3%, Pf growth 96h -5.2%, CHX counter -5.6, Shiga inhibitor 2.0, HCV inh 26.4% and Pf growth 48h -3.4%.
Screening COCCn1c(=S)[nH]c2cc(C(=O)NCC3CCCO3)ccc2c1=O (stereo not drawn) returned Giardia FBPA inh -26.5%, Pf growth 96h 107.4%[activator], CHX counter 6.0, Shiga inhibitor 19.5, HCV inh 4.3% and Pf growth 48h -10.6%.
O=C(NCc1ccc(Cl)cc1)c1ccc2nc[nH]c2c1 was read as Giardia FBPA inh 2.3%, Pf growth 96h 6.5%, CHX counter 1.3, Shiga inhibitor -2.2, HCV inh 11.6% and Pf growth 48h 3.1%.
`O=C(Nc1ccccc1)O/N=C/c1ccncc1` gave Giardia FBPA inh 0.9%, Pf growth 96h inconclusive, CHX counter 16.9*, Shiga inhibitor 38.1, HCV inh 16.2% and Pf growth 48h 5.7%.
Cc1cc(Cl)c(Cl)cc1S(=O)(=O)NCCCn1ccnc1 was read as Giardia FBPA inh -2.3%, Pf growth 96h 1.0%, CHX counter -3.4, Shiga inhibitor -6.5, HCV inh -5.1% and Pf growth 48h inconclusive.
For O=C(Nc1ccccc1)Nc1c(F)cccc1F the results were Giardia FBPA inh -1.0%, Pf growth 96h 77.5%[activator], CHX counter 41.2*, Shiga inhibitor 43.4*, HCV inh -11.0% and Pf growth 48h 40.7%[activator].
Screening Cc1cc2c(=O)[nH]c(Cc3ccccc3)nc2s1 returned Giardia FBPA inh -3.0%, Pf growth 96h 2.6%, CHX counter -2.3, Shiga inhibitor -12.6, HCV inh 0.4% and Pf growth 48h 6.0%.
`CC(=O)c1ccc(NC(=S)NCc2ccco2)cc1` gave Giardia FBPA inh -0.9%, Pf growth 96h -15.7%, CHX counter 35.9*, Shiga inhibitor 58.1*, HCV inh -0.3% and Pf growth 48h 9.6%.
CCOc1ccc(OCC)c(NC(=O)CCCN2C(=S)NC(C)(C)CC2C)c1 (stereo not drawn) was read as Giardia FBPA inh -23.4%, Pf growth 96h -1.2%, CHX counter -1.8, Shiga inhibitor -6.5, HCV inh -6.6% and Pf growth 48h inconclusive.
C=CCn1c(SCC(=O)c2ccc(OC)cc2)nnc1-c1cc2cccc(OC)c2o1 was read as Giardia FBPA inh -0.2%, CHX counter -0.8, Shiga inhibitor -10.6, HCV inh -13.4% and Pf growth 48h inconclusive.
For CCn1cc(C(=O)OCC(=O)NCc2ccc3c(c2)OCO3)c(=O)c2ccc(C)nc21 the results were Giardia FBPA inh 2.5%, CHX counter -0.9, Shiga inhibitor -3.5, HCV inh inconclusive and Pf growth 48h -17.5%.
COc1ccc(CN(C)CC(O)COC(c2ccccc2)c2ccccc2)c(OC)c1OC (stereo not drawn) was read as Giardia FBPA inh 9.7%, Pf growth 96h inconclusive, CHX counter -4.4, Shiga inhibitor -6.8, HCV inh 15.8µM* and Pf growth 48h 10.4µM*.
Screening O=C(NCc1ccco1)C(=O)c1cn(CC(=O)N2CCCCCC2)c2ccccc12 returned Giardia FBPA inh -23.9%, Pf growth 96h -21.5%, CHX counter 2.4, Shiga inhibitor 27.2, HCV inh -3.5% and Pf growth 48h -11.2%.
Cc1cc(C)c(C(=O)Nc2ccc(Br)c(C(F)(F)F)c2)c(C)c1 was read as Giardia FBPA inh -5.7%, Pf growth 96h 9.28µM*, CHX counter 8.3, Shiga inhibitor 14.5, HCV inh inconclusive and Pf growth 48h 13.1µM*.
For Cc1cc(C)c2cc(C(=O)N3CCN(c4ncccc4C(F)(F)F)CC3)[nH]c2c1 the results were Giardia FBPA inh 2.5%, Pf growth 96h inconclusive, CHX counter -4.5, Shiga inhibitor -11.6, HCV inh 2.0% and Pf growth 48h -17.4%.
For Cc1ccc(OCC(=O)NNC(=O)C(=O)N2CCCC2)c(C)c1 the results were Giardia FBPA inh 3.3%, Pf growth 96h inconclusive, CHX counter -4.5, Shiga inhibitor 22.3, HCV inh -9.8% and Pf growth 48h -10.5%.
COc1ccc(NC(=O)CN2CCN(S(=O)(=O)c3ccc(F)cc3)CC2)cc1Cl was read as Giardia FBPA inh 1.1%, Pf growth 96h inconclusive, CHX counter -1.6, Shiga inhibitor -5.9, HCV inh inconclusive and Pf growth 48h -13.7%.
O=C(c1ccccc1)N1N=C(c2ccccc2)CC1c1ccc2nccnc2c1 (stereo not drawn) was read as Giardia FBPA inh -11.2%, Pf growth 96h inconclusive, CHX counter -4.5, Shiga inhibitor -9.2, HCV inh 0.4% and Pf growth 48h 9.28µM*.
O=c1c2ccccc2nc(COc2ccccc2)n1/N=C/c1ccc(O)cc1O was read as Giardia FBPA inh 8.5%, Pf growth 96h -1.9%, CHX counter 16.0*, Shiga inhibitor 93.9*, HCV inh inconclusive and Pf growth 48h -25.6%.
`N#C/C(=C/c1ccc(CNC(=O)C(=O)Nc2cc(Cl)cc(Cl)c2)o1)C(=O)NCc1cccnc1` gave Giardia FBPA inh -1.4%, Pf growth 96h -10.1%, CHX counter -0.9, Shiga inhibitor -10.3, HCV inh 15.7% and Pf growth 48h 4.3%.
O=C(CCS(=O)(=O)c1ccc(Cl)cc1)Nc1ccc(N2CCOCC2)cc1 was read as Giardia FBPA inh 2.5%, Pf growth 96h -6.9%, CHX counter 0.8, Shiga inhibitor -0.4, HCV inh 24.3% and Pf growth 48h -5.6%.
`COC(=O)c1ccc2c(=O)[nH]c(COC(=O)c3cccc(S(=O)(=O)N4CCOCC4)c3)nc2c1` gave Pf growth 96h 20.0%, HCV inh 0.3% and Pf growth 48h 1.7%.
O=c1[nH]c(/C=C\c2ccc(O)cc2)nc(O)c1[N+](=O)[O-] was read as Giardia FBPA inh -5.7%, Pf growth 96h inconclusive, CHX counter 0.3, Shiga inhibitor -6.2, HCV inh 9.4% and Pf growth 48h 8.0%.
Screening O=[N+]([O-])c1ccc(Cl)c(CN2CCSCC2)c1 returned Giardia FBPA inh -22.0%, Pf growth 96h 23.8%, CHX counter -2.7, Shiga inhibitor -11.5, HCV inh 0.0% and Pf growth 48h -8.6%.
For CCOC(=O)c1ccc(N2C(=O)c3n[nH]c(-c4ccco4)c3C2c2cccc([N+](=O)[O-])c2)cc1 (stereo not drawn) the results were Giardia FBPA inh -5.6%, Pf growth 96h 57.5%[activator], CHX counter -2.1, Shiga inhibitor -18.1, HCV inh 11.2µM* and Pf growth 48h 8.28µM*.
For CCN(CC(=O)Nc1c(F)cccc1F)C(=O)c1ccc(S(=O)(=O)N2CCCCCC2)cc1 the results were Pf growth 96h inconclusive, HCV inh 11.7% and Pf growth 48h -12.4%.
For CCS(=O)(=O)N1CCC(C(=O)N2CCN(Cc3ccccc3)CC2)CC1 the results were Giardia FBPA inh -2.7%, Pf growth 96h 42.1%, CHX counter 1.4, Shiga inhibitor -4.4, HCV inh -9.3% and Pf growth 48h 24.8%[5.75 µM].
Screening O=C(NC1(C(F)(F)F)NC(=O)N(c2ccc(F)cc2)C1=O)c1ccncc1 (stereo not drawn) returned Giardia FBPA inh 2.2%, Pf growth 96h 7.2%, CHX counter -2.2, Shiga inhibitor -8.9, HCV inh 9.1% and Pf growth 48h -8.1%.
Screening Oc1ccccc1/C=N/[n+]1ccccc1 returned Giardia FBPA inh 1.9%, Pf growth 96h 15.8%, CHX counter 0.6, Shiga inhibitor -2.1, HCV inh -1.2% and Pf growth 48h inconclusive.
Screening N#Cc1ccc(S(=O)(=O)N2CCN(Cc3cccs3)CC2)cc1 returned Pf growth 96h 28.5%, HCV inh 3.6% and Pf growth 48h 20.8%.
`CCCNC(=O)c1cn(CC)c2cc(N3CCN(C)CC3)c(F)cc2c1=O` gave Giardia FBPA inh 11.0%, Pf growth 96h inconclusive, CHX counter -1.4, Shiga inhibitor -9.6 and HCV inh -4.9%.
For CC(C)n1cc(-c2nc(C(=O)NN)cs2)c(=O)n(Cc2ccccc2)c1=O the results were Giardia FBPA inh -3.6%, Pf growth 96h inconclusive, CHX counter -0.9, Shiga inhibitor 16.6, HCV inh inconclusive and Pf growth 48h inconclusive.
Screening CCCCCc1nnc(NC(=O)C2=COCCO2)s1 returned Pf growth 96h 75.3%[activator], HCV inh -6.1% and Pf growth 48h 76.9%[activator].

Bioassay records deposited in PubChem by National Center for Advancing Translational Sciences (NCATS).
